Compound activity deposited in PubChem BioAssay by several laboratories.
UGM FP inh = inhibitors of M. tuberculosis UDP-galactopyranose mutase | inhibition, % at 10 µM | purified UGM, fluorescence polarization probe displacement | 0.06% of 320,000 active | P9WIQ1; in the data active = inhibition above about 10%, passing the limit was not always enough; inconclusive = no clear call, values can overlap the other calls
Target sequence (P9WIQ1 whole entry, looked up): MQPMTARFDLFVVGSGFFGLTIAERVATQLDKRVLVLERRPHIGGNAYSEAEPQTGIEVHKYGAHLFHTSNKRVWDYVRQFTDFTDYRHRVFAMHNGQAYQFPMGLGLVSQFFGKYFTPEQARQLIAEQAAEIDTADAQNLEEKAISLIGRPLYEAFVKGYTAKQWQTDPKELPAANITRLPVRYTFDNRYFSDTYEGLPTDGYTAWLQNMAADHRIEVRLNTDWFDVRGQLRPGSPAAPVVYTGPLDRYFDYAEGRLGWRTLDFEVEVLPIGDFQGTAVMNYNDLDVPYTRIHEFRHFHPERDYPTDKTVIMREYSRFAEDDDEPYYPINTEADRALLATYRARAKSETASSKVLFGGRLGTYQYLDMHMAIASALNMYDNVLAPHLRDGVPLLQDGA
CCHF vOTU inh = CCHFV vOTU protease inhibition. Pep-AMC fluorescence. inhibition, % at 11.5 µM. 0.55% of 370,000 active. AID 651958; also: 0% = vehicle wells with enzyme and 100% = no enzyme wells
BoNT A protease = inhibitors of Botulinum neurotoxin A light chain protease; 0.17% of 360,000 active; multiplex microsphere protease substrate cleavage, flow cytometry; inhibition, % at 10 µM; in the data active = inhibition above about 30%; inconclusive = no clear call, values can overlap the other calls; also: plate controls were buffer without enzyme for full effect and enzyme alone for no effect
BoNT F protease = blocks Botulinum neurotoxin F light chain protease; Multiplex microsphere protease cleavage assay, flow cytometry; inhibition, % at 10 µM; 0.22% of 360,000 active; in the data active = inhibition above about 35%, passing the limit was not always enough; inconclusive = no clear call, values can overlap the other calls; also: plate controls were buffer without enzyme for full effect and enzyme alone for no effect
GDH-TPI inh = inhibits GDH-TPI coupling enzymes, artifact for Mtb FBA screen. inhibition, % at 4.8 µM. 1.2% of 360,000 active. AID 588335. GDH-TPI coupled enzyme counterscreen, NADH absorbance;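 also: 0% = DMSO wells and 100% = wells lacking the enzyme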
Mtb FBA inh = inhibits M. tuberculosis FBA enzyme; P9WQA3; purified M. tuberculosis FBA, fluorescence read-out; inhibition, % at 1 µM; 2.3% of 360,000 active; AID 588726; in the data active = inhibition above about 27%;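 also: 0% = vehicle and 100% = reference inhibitor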
Target sequence (P9WQA3 whole entry, looked up): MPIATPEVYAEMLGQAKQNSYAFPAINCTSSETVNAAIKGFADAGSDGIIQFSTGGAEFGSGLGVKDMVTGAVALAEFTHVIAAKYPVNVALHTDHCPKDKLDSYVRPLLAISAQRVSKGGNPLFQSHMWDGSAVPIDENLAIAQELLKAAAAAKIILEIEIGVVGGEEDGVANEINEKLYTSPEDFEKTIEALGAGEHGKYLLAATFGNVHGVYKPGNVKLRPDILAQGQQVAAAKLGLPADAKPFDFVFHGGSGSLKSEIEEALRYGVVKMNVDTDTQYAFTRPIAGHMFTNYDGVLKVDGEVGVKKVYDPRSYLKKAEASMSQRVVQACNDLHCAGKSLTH
PrPC surface inh = cell surface PrPC inhibition, primary TR-FRET screen | P04156 | TR-FRET read-out | inhibition, % at 13.8 µM | 0.43% of 370,000 active | AID 720596; in the data active = inhibition above about 24%; also: 0% = median of the test wells and 100% = reference compound wells
FadD28 FP inh = inhibitors of Mycobacterium tuberculosis FadD28 bisubstrate binding. FadD28 bisubstrate probe binding, fluorescence polarization. inhibition, % at 12.5 µM. 0.22% of 360,000 active; in the data active = inhibition above about 8.5%, passing the limit was not always enough; inconclusive = no clear call, values can overlap the other calls
Mtb BioA inh = blocks M. tuberculosis BioA enzyme activity; 0.096% of 360,000 active; purified M. tuberculosis BioA enzyme, plate reader; inhibition, % at 9.99 µM; AID 602481; in the data active = inhibition above about 40%; inconclusive = no clear call, values can overlap the other calls
Active calls of the source: *; ? = inconclusive; / = not tested or not shown; + = active, no number; & = joins results of further samples. Rule as the data show it, unless noted: active = inhibition above about 30%; inactive = the rest. Hits appear at their usual frequency, and some 4.8% of all compounds hit somewhere here.

SMILES	UGM FP inh	CCHF vOTU inh	BoNT A protease	BoNT F protease	GDH-TPI inh	Mtb FBA inh	PrPC surface inh	FadD28 FP inh	Mtb BioA inh
CCOC(=O)C1C(c2ccc(O)cc2)NC(=O)NC1(O)C(F)(F)F (stereo not drawn)	0.4	-18	-0.3	?	-1	0	4	-1.8	-3.0
CCOC(=O)c1cc2c(=O)n3cccc(C)c3nc2n(CCOC)c1=NC(C)=O	-2.4	-194	1.1	-4	1	+	-7	-3.6	1.3
CCCCC(=O)Nc1sc2c(c1C(=O)OCC)CCC(C=O)=C2Cl	1.6	/	?	7	12	1	/	1.0	/
Cc1ccc(S(=O)(=O)/N=C(/Nc2c(C)n(C)n(-c3ccccc3)c2=O)c2ccccc2)cc1	2.2	-10	-0.3	-3	-3	0	8	-2.6	0.7
Cc1cccc(C)c1OCc1cc(C(=O)N2CCN(C3CCCC3)CC2)no1	-0.8	-1	-0.7	-2	-4	-2	-1	/	-1.2
COc1ccccc1CN1CCCC(N2CCN(c3ccccc3OC)CC2)C1 (stereo not drawn)	2.9	-5	1.9	?	-6	0	-7	-2.1	-0.4
COc1ccc(C(=O)[C@@H]2CC[C@](C)(C(=O)O)C2(C)C)cc1	-1.2	5	0.3	-4	1	1	-2	-0.1	-1.6
C/C=C/c1ccc2c(c1)O[C@H](CN(C)C(=O)NC1CCCC1)[C@H](C)CN([C@H](C)CO)S2(=O)=O	/	-2	-0.3	-3	0	2	-9	-0.7	0.4&1.2
Cc1c(C(=O)Oc2cccc3cccnc23)cccc1[N+](=O)[O-]	-0.8	5	-0.5	-2	0	2	-1	-2.8	0.1
O=C1CCCN1CCCNCCCn1cnc2c(OCc3ccccc3)ncnc21	/	-6	-0.7	0	-1	-2	-6	0.3	-0.7
CCN(CC(=O)NCc1ccc(Cl)cc1)C(=O)c1cnc(Cl)c(Cl)c1	1.9	-1	-0.8	-25	-12	-1	-6	-5.0	2.3
Cc1cc2[nH]c(=O)c(=O)[nH]c2cc1S(=O)(=O)NC1CCCCC1C (stereo not drawn)	-5.1	/	-0.8	-4	21	32*	/	-4.6	2.6
O=C(NCCc1cccc(C(F)(F)F)c1)C1CCC(=O)N(CCc2cccc(F)c2)C1 (stereo not drawn)	-1.6	4	2.9	3	9	2	4	-2.6	0.3
COc1ccc2[nH]c3c(N4CCC(O)(c5cccc(C(F)(F)F)c5)CC4)ncnc3c2c1	-0.9	2	0.2	5	16	26	17	-3.7	1.2
O=c1n(-c2ccccc2)c(=O)n2n1CC(O)C2	-0.3	2	0.0	2	-1	0	1	0.3	-0.2
CCOc1ccc2nc(SCC(=O)c3ccccc3)sc2c1	-2.1	-14	0.0	0	-7	1	5	-1.8	-1.5
Cc1ccc(C(C)C)cc1S(=O)(=O)NCc1ccccn1	2.2	3	-1.7	?	5	0	4	-3.3	0.1
CCOc1ccc(CN2CCNC(=O)C2CC(=O)NCc2csc(C(C)C)n2)cc1 (stereo not drawn)	/	-2	1.4	6	13	3	0	-2.2	-0.8
CCCCCCOc1ccc(N2C(=O)CC(NCCc3ccc(S(N)(=O)=O)cc3)C2=O)cc1 (stereo not drawn)	0.0	9	12	6	-5	5	2	-2.1	-0.4
CNC(=O)CN1C(=O)NC2(CCc3ccccc3C2)C1=O (stereo not drawn)	-2.3	-1	0.1	2	9	0	-3	-0.5	-1.0
COc1ccc(CC(=O)N/N=C/c2ccc(Cl)s2)cc1OC	0.1	9	0.2	-1	25	-1	-3	-1.6	-1.6
N/C(=N\OC(=O)Cc1ccccc1)c1ccncc1	0.8	-13	0.1	4	5	0	-2	-3.3	/
COc1ccc(-c2ccc(C3C(C#N)=C(N)Oc4n[nH]c(C)c43)o2)cc1 (stereo not drawn)	-1.2	6	?	-4	1	-2	-15	-1.2	2.3
Nc1nc2n(n1)C(c1ccco1)CC(c1ccccc1)N2 (stereo not drawn)	4.0	2	2.5	4	10	2	-5	-0.5	3.9
COC(=O)C1=C(c2cccc(C#N)c2)C[C@@H]2CC[C@H]1N2C(=O)NCc1cc(C)oc1C(F)(F)F	1.6	3	0.4	-3	3	4	1	-2.8	0.6
SMILES	UGM FP inh	CCHF vOTU inh	BoNT A protease	BoNT F protease	GDH-TPI inh	Mtb FBA inh	PrPC surface inh	FadD28 FP inh	Mtb BioA inh
C/C(CC(=O)N1CCN(C=O)CC1)=N\NC(=O)c1ccc(Cl)cc1	0.5	13	-0.6	0	6	2	8	-2.4	/
O=C(Cc1ccc(Br)cc1)Nc1cccc(S(=O)(=O)N2CCCCC2)c1	/	14	-0.5	-5	10	1	20	0.6	-3.2
CC(NC(=O)COC(=O)c1ccccc1O)C1CC2CCC1C2 (stereo not drawn)	-1.1	5	-6.4	0	3	1	2	-1.0	-5.5
Cc1cc(NC(=O)c2ccc(F)cc2)no1	-1.5	-13	2.2	4	3	-1	-3	-3.1	0.6
COc1ccc(OCCCN2CCCCCC2)cc1	2.2	-3	-0.8	-30	4	0	3	-2.1	3.5
COc1cc(/C=C2/SC(=O)N(Cc3ccccc3Cl)C2=O)ccc1OCc1ccncc1	0.3	0	-0.1	2	5	2	6	-1.6	-3.5
CCOc1ccc(S(=O)(=O)Nc2ccccc2C(=O)NCC2CCCO2)cc1 (stereo not drawn)	3.8	3	-0.4	-6	-2	31*	-6	-0.3	-1.7
COc1cc(OC)cc(OC(=O)c2ccc3c(=O)n4c(nc3c2)CCC4)c1	0.8	-4	0.2	4	2	3	-4	-11	0.0
CS(=O)(=O)c1ncc(Cl)c(C(=O)Nc2ccc(N3CCOCC3)cc2)n1	-1.1	/	1.0	-7	11	-3	/	-3.6	/
O=C(Nc1ccc(Cl)c(Cl)c1)c1ccc(Cl)c(Cl)c1	4.5	6	0.7	?	3	-1	8	-5.2	0.2
O=C(O[C@@H]1OC2COC(=O)c3cc(O)c(O)c(O)c3-c3c(cc(O)c(O)c3O)C(=O)O[C@@H]([C@H]1O)[C@@H]2O)c1cc(O)c(O)c(O)c1	1.0	/	-0.9	3	28	4	/	4.4	-1.0
CCOc1c(Cl)cc(CNCc2ccncc2)cc1OC	1.9	-2	-0.1	-8	9	-2	6	-2.7	0.8
COc1cccc(CN2CC(C(=O)NCCCc3ccncc3)CCC2=O)c1 (stereo not drawn)	-1.8	-5	1.2	-3	0	-2	-1	-2.5	-1.7
Cn1cccc1C(=O)OCc1cc(Cl)cc2c1OCOC2	-1.2	2	0.5	7	-3	1	-16	-3.9	0.2
FC(F)(F)c1cnc(Nc2ccc(N3CCOCC3)cc2)c(Cl)c1	3.6	-8	-0.3	-42	8	-11	1	-2.3	1.9
COc1ccc(C(O)c2ncc(-c3ccccc3Cl)[nH]2)cc1 (stereo not drawn)	/	-6	0.0	-4	2	4	-5	-0.5	-1.0
CNC(=O)c1sccc1Oc1ccc(F)cc1[N+](=O)[O-]	3.7	3	0.6	-6	-13	5	-8	-3.3	/
C=CCC[C@@H](Cc1ccc(F)cc1)C(=O)OC[C@H](C)NC(=O)[C@H](CC=C)CC(=O)N(CCO)Cc1ccccc1	1.8	18	-0.2	-5	4	134*	7	-6.7	-0.6
CCc1nc2ccc(C(=O)Nc3cccc(OCC(=O)N(C)C)c3)cn2c1N(C)Cc1ccc(N(C)C)cc1	/	15	-0.1	-5	-5	-2	-2	-1.7	-0.8
COc1ccccc1C1=CC(=O)C[C@H](c2ccc(F)cc2)C1	-4.6	10	0.2	4	8	-1	3	-4.4	-1.0
CC(C)CCN(C(=O)Cc1ccccc1F)c1c(N)n(Cc2ccccc2)c(=O)[nH]c1=O	3.3	12	0.3	-4	2	3	-1	-0.4	/
O=C(Nc1ccc2c(c1)OCO2)c1ccccn1	-3.3	2	1.8	-36	3	1	1	-1.8	0.9
Cc1ccc(SCC(=O)NNC(=O)CNC(=O)c2ccc(Br)cc2)cc1	6.7	4	-0.8	-13	11	1	0	0.0	/
Cc1ccc(S(=O)(=O)NCCC(=O)Nc2ncccc2O)cc1C	-1.6	2	0.9	-9	-2	-1	-1	-1.1	/
Cc1nnc(NC(=O)C2CCCN2S(=O)(=O)c2ccc(Cl)cc2)s1 (stereo not drawn)	2.1	9	-1.0	-3	-3	-2	8	0.9	/
SMILES	UGM FP inh	CCHF vOTU inh	BoNT A protease	BoNT F protease	GDH-TPI inh	Mtb FBA inh	PrPC surface inh	FadD28 FP inh	Mtb BioA inh
CCN(CC)S(=O)(=O)c1ccc(=O)[nH]c1	0.7	21	0.0	-4	-1	5	8	-2.1	/
CCO[C@H]1OC(C(=O)NC2CC2)=C[C@@H](c2coc3ccccc3c2=O)[C@@H]1CCCO	1.0	13	-0.3	-7	3	2	2	-1.9	0.1&1.5
O=C(O)c1ccnc(C(=O)O)c1	4.1	-10	?	2	8	1	-5	-1.0	/
COC(=O)[C@H](CC(C)C)NC(=O)Nc1ccc2c(c1)OCCO2	1.3	-3	-1.2	-1	-7	-2	5	0.0	/
Cc1ccc(C2NC(=NCc3ccccc3)Nc3nc(C)cc(=O)n32)cc1 (stereo not drawn)	1.2	1	-2.6	?	2	-3	10	-4.2	7.6
Cc1[nH]c(C)c2c(=O)[nH]ncc12	3.3	-10	-26	?	7	1	-1	-0.8	/
O=C(Nc1ccc2oc(=O)ccc2c1)c1ccc(-c2cccc(Cl)c2)o1	0.4	3	-0.3	-10	5	1	0	-1.7	/
Cc1nn(C)c(C)c1NC(=O)c1ccnn1C	-0.5	6	-0.1	-5	-1	12	2	-1.8	0.4
CCOc1cc(CNCc2cccs2)ccc1OCC(=O)NC(C)(C)C	1.2	-1	0.2	-4	-12	-4	11	-4.2	-0.1
Clc1ccccc1N1CCN(Cc2ccc(Br)o2)CC1	2.2	12	?	?	5	-1	-4	3.5	/
Nc1cccc(-c2c[nH]c3ncc(-c4cccnc4)cc23)c1	/	/	-0.2	-15	6	-1	/	-6.5	-0.2
O=C(O)CC1=C(O)C(=O)N(c2ccccc2)C1c1ccccc1 (stereo not drawn)	4.0	-7	/	/	0	0	1	-0.3	-5.2
NC(=O)CNC(=O)C1CCCc2c1[nH]c1ccc(Cl)cc21 (stereo not drawn)	-5.0	-11	16	13	1	0	-1	-3.8	1.0
CCCc1cc(=O)oc2c(C)c(OCC(=O)N3CCC(C(N)=O)CC3)ccc12	-0.9	-7	-0.2	-5	25	24	2	0.4	-0.5
CC(=O)Nc1ccc(-c2ccnc3c2CC(C(=O)Nc2cccc(OC(F)(F)F)c2)O3)cc1 (stereo not drawn)	/	8	-0.2	-8	8	4	-21	-3.6	0.0
Cc1ccc(-c2nn(-c3ccccc3)cc2/C=C2\SC(=S)N(CCCCCC(=O)O)C2=O)o1	1.4	15	1.2	7	7	3	-10	?	-5.4
COc1ccc(-c2c(C)cc3oc(=O)cc(-c4ccccc4)c3c2C)cc1F	/	9	-0.5	0	5	2	-4	-1.1	-0.1
CC(Oc1ccccc1)C(=O)N=C1SC2CS(=O)(=O)CC2N1Cc1ccccc1 (stereo not drawn)	2.1	-2	-0.9	-6	3	-2	7	0.3	0.8
Cc1ccc(Cl)c(OC(=O)C2CSC3(C)CCC(=O)N23)c1 (stereo not drawn)	0.2	-7	-3.9	-6	-8	0	5	-4.5	-0.8

Part of the list above, with values under each structure:
Each structure is followed by: UGM FP inh, CCHF vOTU inh, BoNT A protease, BoNT F protease, GDH-TPI inh, Mtb FBA inh, PrPC surface inh, FadD28 FP inh, Mtb BioA inh
O=C(Nc1ccc2oc(=O)ccc2c1)c1ccc(-c2cccc(Cl)c2)o1
→ 0.4, 3, -0.3, -10, 5, 1, 0, -1.7, /
Cc1nn(C)c(C)c1NC(=O)c1ccnn1C
→ -0.5, 6, -0.1, -5, -1, 12, 2, -1.8, 0.4
CCOc1cc(CNCc2cccs2)ccc1OCC(=O)NC(C)(C)C
→ 1.2, -1, 0.2, -4, -12, -4, 11, -4.2, -0.1
Clc1ccccc1N1CCN(Cc2ccc(Br)o2)CC1
→ 2.2, 12, ?, ?, 5, -1, -4, 3.5, /
Nc1cccc(-c2c[nH]c3ncc(-c4cccnc4)cc23)c1
→ /, /, -0.2, -15, 6, -1, /, -6.5, -0.2
O=C(O)CC1=C(O)C(=O)N(c2ccccc2)C1c1ccccc1 (stereo not drawn)
→ 4.0, -7, /, /, 0, 0, 1, -0.3, -5.2
